STK33 inh: blocks human STK33 kinase activity. Q9BYT3. purified STK33, MBP phosphorylation, ADP-Glo luminescence. inhibition, % at 10 µM. 0.073% of 320,000 active;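 active = inhibition at or above 25%, using the most active replicate where run in duplicate; inactive = inhibition below 25%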
Target sequence (Q9BYT3 whole entry, looked up): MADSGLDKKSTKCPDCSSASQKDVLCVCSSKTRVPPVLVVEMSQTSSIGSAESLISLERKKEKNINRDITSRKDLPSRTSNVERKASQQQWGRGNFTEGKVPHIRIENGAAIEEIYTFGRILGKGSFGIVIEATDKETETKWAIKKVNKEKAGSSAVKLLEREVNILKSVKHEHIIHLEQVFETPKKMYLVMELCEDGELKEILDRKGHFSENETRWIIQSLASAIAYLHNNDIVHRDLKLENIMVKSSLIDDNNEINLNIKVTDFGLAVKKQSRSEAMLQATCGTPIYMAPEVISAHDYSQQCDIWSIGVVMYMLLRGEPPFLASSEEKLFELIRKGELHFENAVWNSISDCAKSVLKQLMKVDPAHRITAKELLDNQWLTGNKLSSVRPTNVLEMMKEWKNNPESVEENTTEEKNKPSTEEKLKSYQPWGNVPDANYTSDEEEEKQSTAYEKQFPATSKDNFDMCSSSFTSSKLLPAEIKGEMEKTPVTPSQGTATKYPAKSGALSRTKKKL
Kir21 inh: inhibitors of mouse Kir2.1 inward-rectifier potassium channel; P35561; HEK293-Kir2.1, FluxOR thallium flux fluorescence; hits give low values; B-score at 10 µM; 0.85% of 310,000 active;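 active = fluorescence ratio B-score at or below minus 3 SD of library scores, with starting-brightness B-score within 2 SD, cut at about -4.2 in these data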;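 note: channel flux triggered by added potassium and thallium sulfate stimulus; B-score of peak minus minimum fluorescence over baseline after thallium stimulus; more negative B-score means stronger Kir2.1 block with less thallium influx; some compounds called inactive have numbers as strong as hits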
Target sequence (P35561 whole entry, looked up): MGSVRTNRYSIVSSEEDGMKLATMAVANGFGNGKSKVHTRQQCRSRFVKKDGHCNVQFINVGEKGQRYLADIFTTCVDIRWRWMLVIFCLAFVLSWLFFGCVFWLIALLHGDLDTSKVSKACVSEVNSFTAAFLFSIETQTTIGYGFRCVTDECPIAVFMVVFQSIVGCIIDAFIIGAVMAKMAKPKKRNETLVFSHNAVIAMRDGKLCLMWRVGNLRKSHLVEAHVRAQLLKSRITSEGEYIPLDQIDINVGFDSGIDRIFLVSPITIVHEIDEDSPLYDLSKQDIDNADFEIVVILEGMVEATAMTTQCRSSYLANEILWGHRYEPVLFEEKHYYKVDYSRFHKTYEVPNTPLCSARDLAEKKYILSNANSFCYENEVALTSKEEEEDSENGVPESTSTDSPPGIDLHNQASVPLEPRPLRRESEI
KCNQ2 inh: KCNQ2 potassium channel inhibitors, primary screen, cell-based, CHO-K1, FluxOR thallium flux, B-score (AID 2156); B-score at 10 µM; 20 min; hits give low values; 1.1% of 310,000 active; O88943;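 active = fluorescence ratio B-score at most minus 3 library SDs, with starting brightness B-score within 2 library SDs, cut at about -5.5 in these data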
Active calls of the source: *; i = inactive; / = not tested or not shown.

molecule	STK33 inh	Kir21 inh	KCNQ2 inh
O=C(Nc1ccc(C(=O)N2CCCCC2)cc1)C1=CSCCO1	1.8	-1	i
CCN(Cc1ccccc1)C(=O)C1CCN(C/C(C)=C/c2ccccc2)CC1	1.0	-0.05	i
Cc1nnc(NC(=O)C2CCCN(S(=O)(=O)c3ccccc3C(F)(F)F)C2)s1 (configuration not stated)	0.4	2	i
CCOC(=O)c1ccc(Nc2cc3ccccc3c(=O)[nH]2)cc1	0.5	0.29	i
CC1CCC(NC(=O)COC(=O)c2n[nH]c(=O)c3ccccc23)CC1 (configuration not stated)	1.6	2.7	i
Cc1cc(C(=O)CSc2nc3ccccc3o2)c(C)n1CC1CCCO1 (configuration not stated)	-0.6	-0.44	i
Cc1nnc(C)c2c(C)n(-c3ccc(Br)cc3)c(C)c12	/	0.74	i
Cc1cc(C)n(-c2nc3ccccc3c(=O)n2OCC(=O)N(C)C)n1	-0.6	-0.02	i
O=C(Nc1ccccc1N1CCCC1)c1cc(Cl)ccc1Cl	1.8	-0.37	-5.7*
CCCCn1c(SCC(=O)NC2CCCC2)nc2ccccc2c1=O	-0.4	2.9	i

Quoted at random: 6 records from the list, in no set order.
molecule	STK33 inh	Kir21 inh	KCNQ2 inh
CCN(Cc1ccccc1)C(=O)C1CCN(C/C(C)=C/c2ccccc2)CC1	1.0	-0.05	i
CC1CCC(NC(=O)COC(=O)c2n[nH]c(=O)c3ccccc23)CC1 (configuration not stated)	1.6	2.7	i
CCOC(=O)c1ccc(Nc2cc3ccccc3c(=O)[nH]2)cc1	0.5	0.29	i
Cc1nnc(C)c2c(C)n(-c3ccc(Br)cc3)c(C)c12	/	0.74	i
O=C(Nc1ccc(C(=O)N2CCCCC2)cc1)C1=CSCCO1	1.8	-1	i
Cc1cc(C)n(-c2nc3ccccc3c(=O)n2OCC(=O)N(C)C)n1	-0.6	-0.02	i

Other results follow.
molecule	STK33 inh	Kir21 inh	KCNQ2 inh
COCCNC(=O)C(c1ccccc1)N(Cc1cccs1)C(=O)Cn1nnc2ccccc21 (configuration not stated)	0.0	-0.17	i
CCCCn1c(=O)[nH]c(=O)c2c1nc(-c1ccc(-c3ccccc3)cc1)n2C	0.1	-0.15	i
CN(C)/C=C/C(=O)c1cccc([N+](=O)[O-])c1	-0.2	1.7	i
COc1ccc(S(=O)(=O)NCc2ccco2)cc1NC(=O)c1ccccc1	-1.0	-0.71	i
Cn1nc(C(=O)Nc2sc3c(c2C#N)CCCC3)ccc1=O	0.9	0.18	i
CCCCCCNc1nc(Cl)nc(NC(C)(C)CO)n1	1.0	-0.12	i
CCOC(=O)c1cccc(NC(=O)CSc2nnc(-c3cccnc3)n2C)c1	0.4	-0.07	i
OCc1cn(-c2ccccc2)nc1-c1ccc(Br)cc1	-0.7	0	i
COc1ccc(C(CNC(=O)COc2ccccc2C)N2CCCC2)cc1 (configuration not stated)	1.1	-0.31	i
CCS(=O)c1ccccc1C(=O)O (configuration not stated)	-2.0	-0.08	i
CC(C)(O)CCc1c(-c2ccc(O)cc2O)oc2c3c(cc(O)c2c1=O)OC(C)(C)C=C3	-1.1	2.2	i
C=C(C)C1CC=C(C)/C(=N/NC(=O)c2ccccc2[N+](=O)[O-])C1 (configuration not stated)	-0.6	1.6	i
CCC(C)NC(=O)C1CCCN1S(=O)(=O)c1ccc(Cl)cc1 (configuration not stated)	0.1	0.61	i
CSc1nc(-c2ccco2)cc(-c2ccccc2)c1C#N	0.9	-2	i
COc1cccc(/C=N/Nc2ccc(S(=O)(=O)O)cc2)c1O	0.0	0	i
CSCC[C@H](NC(=O)Nc1ccc(C)cc1C)C(=O)O	-0.6	-0.74	i
COc1cccc(NC(=O)N2CCC(NC(=O)C(Cc3ccccc3F)NC(C)=O)CC2)c1 (configuration not stated)	-3.0	0	i
CN(CC(=O)N1CCCCCC1)S(=O)(=O)c1ccc(Br)s1	-1.5	-1.3	i
CCc1cc2c(-c3ccccc3)cc(=O)oc2cc1OCC(C)=O	-0.5	1.3	i
COCCNC(=O)c1onc(CSc2nc3ccccc3[nH]2)c1C(=O)NCCOC	-0.7	0.2	i
CC1CC(NC(=O)/C(C#N)=C/c2ccc[nH]2)CC(C)(C)C1 (configuration not stated)	-2.0	0.52	i
CC1CCN(C(=O)COC(=O)c2ccc(F)c(S(=O)(=O)N3CCOCC3)c2)CC1	-2.2	-0.59	i
COC(=O)c1cccc(NC(=O)CSCc2ccccc2)c1	1.7	0.35	i
O=C(O)c1ccc(NC(=O)c2cccc(NC(=O)c3cccs3)c2)cc1	0.0	-0.32	i
CC(=O)Nc1ccc(S(=O)(=O)N2CCN(S(=O)(=O)N3CCOCC3)CC2)cc1	-0.1	1.1	i
CCOC(=O)c1c(N2C(=O)CC(Sc3ccccc3C(=O)O)C2=O)sc2c1CCCC2 (configuration not stated)	0.0	-0.17	i
Cc1ccccc1C(=O)NCc1ccncc1	-0.2	2.3	i
Cc1sc2ncn(CC(=O)N3CCN(c4ccc(F)cc4)CC3)c(=O)c2c1S(=O)(=O)N1CCOCC1	-0.2	-0.29	i
CC(=O)NS(=O)(=O)c1ccc(NC(=S)NC(=O)C(C)C)cc1	/	-0.14	i
Cc1ccc(CCN2CC(C(=O)NCCN3CCOCC3)CC2=O)cc1 (configuration not stated)	-0.1	-0.89	i
Cc1cc(NC(=O)c2ccc3nc(C)sc3c2)no1	-1.0	0.33	i
COc1ccc(CN(CCN(C)C)Cc2ccccc2)c(OC)c1	-0.5	-3.2	i
COc1ccccc1C(=O)N/C(=C\c1ccc(Br)cc1)C(=O)NCCC(=O)O	-1.0	0.59	i
COc1ccccc1N(CC(=O)NC(C)C)S(=O)(=O)c1cccs1	-0.3	-1.2	i
CC1(C)CC(=O)C2=C(C1)N(c1ccc(F)cc1)C(=O)CC2c1ccsc1 (configuration not stated)	-1.3	-0.18	i
O=C(Nc1ccc2c(c1)OCO2)c1cc(-c2ccc(O)cc2)on1	1.1	-0.16	i
COc1ccc(NC(=O)CN2CCCC2)cc1	/	0.53	i
CN(CCOC(=O)C1c2ccccc2Oc2ccccc21)C(C)(C)C	-0.6	1.6	i
COc1ccc2[nH]cc(C(=O)CN3CCCC(C)(C)C3)c2c1	1.1	0	i
CC(C)=CCCC1=CCC2C(=O)NNC(=O)C2C1 (configuration not stated)	-1.5	-1.3	i
CC(NC(=O)CN1C(=O)NC(C)(c2cccc3ccccc23)C1=O)c1ccccc1 (configuration not stated)	1.6	-0.46	i
CCCCNc1c(C(=O)OCC)c(C)nc2c1cnn2CC	-0.1	-0.02	i
CC1CCCC(C(=O)O)N1C(=O)CCS (configuration not stated)	0.4	0.33	i
CC1=C(C(=O)NC2CCCc3c2cnn3-c2cc(F)cc(F)c2)OCCO1 (configuration not stated)	-0.8	-0.13	i
Cc1ccccc1-n1c(O)c(C=NC2CCS(=O)(=O)C2)c2ccccc2c1=O (configuration not stated)	0.0	-1.2	i
CCC1CCCCN1CCCNC(=O)c1cc2c(=O)[nH]c3ccccc3c2n1C (configuration not stated)	1.3	0.75	i
O=C(Nc1ccc2c(c1)CCC2)c1cccs1	0.3	0.29	i
O=C(c1ccc2c(c1)[nH]c(=S)n1c3ccccc3nc21)N1CCN(c2cccc(Cl)c2)CC1	-1.4	2.5	i
Cc1onc(-c2ccccc2)c1-c1nc2cc(Cl)ccc2c(=O)o1	0.1	0.33	i
Cc1ccc(NC(=O)Cn2c(O)c(N=NC(N)=S)c3ccccc32)cc1	-1.8	-0.94	i

Next part:
Values run as follows: STK33 inh, Kir21 inh, KCNQ2 inh
- Cc1ccc(C(=O)NC(=S)NCCN2CCOCC2)cc1
 : -1.0, 2.2, i
- CC(C)C(=O)Nc1cccc(NC(=S)NC(=O)c2ccc3c(c2)OCO3)c1
 : -0.3, 1.2, i
- O=C(CCCc1nc(-c2ccccc2Cl)no1)N1CCOCC1
 : 8.3, 1.4, i
- OC1(c2cccc(C(F)(F)F)c2)CCNCC1
 : 0.1, 2, i
- COc1ccccc1NC(=S)NNC(=O)c1c(Cl)c(C)nn1C
 : -1.1, 0.68, i
- COc1ccc(C(=O)O)cc1S(=O)(=O)NCCN(C)C
 : 1.1, 1.4, i
- O=C1CCN(C(=S)NCc2ccccc2)CC1
 : -0.6, -0.59, i
- CCN(CC)CCNC(=O)CNC(=O)c1nn(-c2ccc(OC)cc2)c(=O)c2ccccc12
 : 5.7, 0.05, i
- CN(C)S(=O)(=O)c1cccc(-c2cn3cc(Cl)ccc3n2)c1
 : 0.7, 1.1, i
- COc1ccc(C(C(=O)NCCC(C)C)N(CCO)C(=O)c2snc(C(N)=O)c2N)cc1 (configuration not stated)
 : -1.0, 1.7, i
- COC(=O)c1ccc(C(=O)OC)c(NC(=O)CN(C)Cc2ccc(Cl)c(Cl)c2)c1
 : -1.8, -1.6, i
- COc1ccc(-c2cc(-c3ccccc3)nc3ncnn23)cc1
 : 0.6, 0.24, i
- Cc1ccc(S(=O)(=O)N2CCC(C(=O)N/N=C/c3ccncc3)CC2)cc1
 : 0.6, 1.3, i
- CCOC(=O)N1CCN(CC(c2ccccc2)c2ccccc2)CC1
 : 1.9, 0.17, i
- Clc1ccccc1-c1nnc2sc(CCc3ccccc3)nn12
 : -1.0, 0.76, i
- O=C(Cn1ncc(N2CCCC2)c(Cl)c1=O)c1ccc(Cl)cc1
 : -1.1, -0.3, i
- Fc1ccccc1C1c2[nH]c3ccccc3c2CCN1CCCn1cccn1 (configuration not stated)
 : -0.7, 0.01, i
- NC(=O)CC(NC(=O)Cc1cccc2ccccc12)c1ccc(NCCCN2CCCC2=O)c([N+](=O)[O-])c1 (configuration not stated)
 : 0.1, -1.1, i
- Cc1ccc(NC(=S)Nc2cccc(-c3n[nH]c(=S)o3)c2)cc1
 : -1.9, 1.8, i
- O=C(COC(=O)c1nc(Cl)ccc1Cl)NCc1ccccc1
 : -0.9, 1.3, i

Another view of 2 compounds above:
STK33 inh,Kir21 inh,KCNQ2 inh,compound
-1.0,1.7,i,COc1ccc(C(C(=O)NCCC(C)C)N(CCO)C(=O)c2snc(C(N)=O)c2N)cc1 (configuration not stated)
5.7,0.05,i,CCN(CC)CCNC(=O)CNC(=O)c1nn(-c2ccc(OC)cc2)c(=O)c2ccccc12

(listing goes on)
Values run as follows: STK33 inh, Kir21 inh, KCNQ2 inh
- O=C(Oc1ccc(OC(=O)c2ccco2)c(S(=O)(=O)c2ccc(Cl)cc2)c1)c1ccco1
 : -1.1, -1.3, i
- CC(O)CNCCCCOc1ccc(OCc2ccccc2)cc1 (configuration not stated)
 : -0.7, -2.1, i
- CC(C)(C)c1ccc(C(=O)OCCNC(=O)c2c(Cl)nc3ccccn23)cc1
 : -2.7, -1.4, i
- COc1cc(C)nc(N(C)S(=O)(=O)c2ccccc2Cl)n1
 : -0.9, -2.8, i
- O=C1OC(NC(=O)c2ccccc2)C(N2CCOCC2)=C1Cl (configuration not stated)
 : 4.0, 0.07, i
- COc1ccc(NC(=O)CN(C)C(=O)c2cccc(S(=O)(=O)N3CCN(Cc4ccccc4)CC3)c2)cc1
 : -2.8, 0.08, i
- COc1ccc(/C=C2\SC(=S)N(Cc3cccnc3)C2=O)cc1C
 : -0.1, 0.07, i
- CN(Cc1nc(-c2cnccn2)no1)C1CC(C)(C)NC(C)(C)C1
 : 0.4, 1.4, i
- COc1ccc(CN2CN=C(Nc3nc4ccccc4s3)NC2)cc1
 : -1.1, -1.1, i
- O=C(Nc1ccccc1)OCc1cc(-c2ccccc2Cl)on1
 : 0.1, -0.94, i
- COc1ccc(NC(=O)N2CCCC(C(=O)NCCc3ccccc3)C2)cc1 (configuration not stated)
 : 1.2, -0.04, i
- COc1ccc(S(=O)(=O)N(CC(=O)NC2CCCC2)c2ccccc2OC)cc1
 : -0.5, -0.75, i
- O=C(NNc1c(Cl)cccc1Cl)c1c(F)cccc1Cl
 : -0.1, 0.06, i
- COc1ccc(N2CCCn3c2nc2c3c(=O)n(Cc3ccccc3F)c(=O)n2C)c(OC)c1
 : -0.8, 0.55, i
- Cc1cccc(N=C2NC(=O)/C(=C3/C(=O)N(C)c4ccccc43)S2)c1C
 : -0.5, 0.32, i
- Cn1c(CNS(=O)(=O)c2ccc(Cl)cc2)cc(=O)n(C)c1=O
 : -0.9, -0.67, i
- O=C(Cc1ccccc1)N/N=C/c1ccc2c(c1)OCO2
 : -2.1, 1.4, i
- COc1cccc(-n2c(SCC(=O)c3c[nH]c4ccccc34)nc3ccccc3c2=O)c1
 : -1.9, 1.4, i
- CCOc1ccc(CCNC(=O)C2CSC3(C)CCC(=O)N23)cc1OCC (configuration not stated)
 : -1.5, -0.12, i
- CCOC(=O)N1CCN(C(=O)c2cc3c(s2)-c2c(C)cccc2OC3)CC1
 : -0.9, -0.01, i
- COc1cc(COc2ccc3c(C)c(CC(=O)O)c(=O)oc3c2C)cc(OC)c1OC
 : -1.6, -0.18, i
- Cc1ccc2nc3c(cc(C(=O)NC4CCS(=O)(=O)C4)n3Cc3ccccc3)c(=O)n2c1 (configuration not stated)
 : -1.3, -1, i
- COc1cccc(C=Nc2ccccc2C(=O)Nc2ccccc2)c1O
 : 0.4, 0.08, i
- CO/N=C(\N)c1nonc1N
 : 0.3, 0.35, i
- Cc1cc(Cl)ccc1OCC(=O)N/N=C/c1ccncc1
 : -0.6, -0.07, i
- CC(=O)c1ccc(-n2nnnc2SCC(=O)Nc2sc(C)c(C)c2C#N)cc1
 : 0.9, 0.05, i
- CCCS(=O)(=O)N1CCN(C(=O)c2cc(OC)cc(OC)c2)CC1
 : -2.8, 1.2, i

Source: PubChem BioAssay (several laboratories)

Random draw from the library; overall some 1.9% were active at least once.
